Compound activity from PubChem.
Mtb RmlCD inh: blocks M. tuberculosis RmlC and RmlD coupled enzymes; P9WH09+P9WH11; AID 1533; RmlC+RmlD coupled enzyme assay, percent inhibition; primary screen in compound mixtures; 160,000 compounds, 0.03% hits; inhibition, % at 3.6 µM; in the data active = inhibition mostly above about 34%, no sharp cut-off; also: some results filed as inactive read as strong as hits
Target sequence (P9WH09 whole entry, looked up): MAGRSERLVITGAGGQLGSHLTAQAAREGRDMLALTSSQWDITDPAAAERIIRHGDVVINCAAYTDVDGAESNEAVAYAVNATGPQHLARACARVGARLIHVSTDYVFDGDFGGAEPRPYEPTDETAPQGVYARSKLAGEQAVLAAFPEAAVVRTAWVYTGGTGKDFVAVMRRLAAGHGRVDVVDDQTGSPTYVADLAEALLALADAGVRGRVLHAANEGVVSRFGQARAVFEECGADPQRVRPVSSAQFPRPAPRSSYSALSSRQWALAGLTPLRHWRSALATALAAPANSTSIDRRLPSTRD
Target sequence (P9WH11 whole entry, looked up): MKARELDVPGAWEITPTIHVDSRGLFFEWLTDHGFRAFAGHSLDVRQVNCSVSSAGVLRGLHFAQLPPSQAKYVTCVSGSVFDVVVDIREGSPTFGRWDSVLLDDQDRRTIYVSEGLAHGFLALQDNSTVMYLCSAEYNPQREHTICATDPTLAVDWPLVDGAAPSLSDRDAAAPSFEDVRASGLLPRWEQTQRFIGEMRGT
M. tuberculosis GlmU: inhibition of mycobacterial GlmU enzyme – biochemical, glucosamine-1-phosphate acetyltransferase (AID 1376); M. tuberculosis GlmU acetyltransferase enzyme assay; higher % means a stronger effect; inhibition, %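 (tested at 30 µM in the primary screen)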; hits with a dose series show IC50 in µM; 220,000 compounds, 0.25% hits; in the data active = inhibition above about 13%;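 also: 0% = complete reaction with vehicle and 100% = reaction without substrate; strong numbers were not always called active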
Active calls of the source: *; / = no result given. These rows are one share of the data (hit frequency here may not be typical).

SMILES | Mtb RmlCD inh | M. tuberculosis GlmU
COc1ccc(C2(O)CCN(C(=O)NC3CCCCC3)CC2)cc1 | 10 | 0.8%
CCN1C(=O)CSc2ccc(C(=O)NCCCN3CCOCC3)cc21 | / | -2.1%
CC(C)Oc1ccc(C(=O)NC(=S)Nc2ccc(CN3CCOCC3)cc2)cc1 | / | 0.6%
COC(=O)c1c(NC(=O)CSc2ncnc3c2cnn3-c2ccccc2Cl)sc2c1CCCC2 | / | 1.5%
CCOC(=O)C1CN(S(=O)(=O)c2ccccc2)c2cc(S(=O)(=O)CC)ccc2O1 (stereo not drawn) | / | -1.0%
COC(=O)c1c(NC(=O)/C=C/C(=O)O)sc(C)c1-c1ccc(C)c(C)c1 | -8 | 2.0%
CCOC(=O)c1cc(CN2CCOCC2)oc1-c1ccccc1 | 3 | -0.5%
O=C(O)c1ccc(N/N=C/C(Br)=C/c2ccccc2)cc1 | 7 | 4.7%
O=C1CCC(=O)N1c1ccc(NCc2ccccc2Cl)c([N+](=O)[O-])c1 | -3 | 6.0%
O=C(c1ccco1)N1CCN(C2CCCC2)CC1 | 15 | -3.5%
C=CCN(CC(=O)NCc1ccc(F)cc1)C(=O)c1csnn1 | / | 4.9%
CC1CCCCN1C(=O)CSc1nnc(-c2ccc(Cl)s2)o1 (stereo not drawn) | 9 | 6.2%
O=C(COc1ccc(Cl)cc1)Nc1ccc2c(c1)CCC2 | 6 | -2.6%
Cc1ccc(NC(=O)CSCC(N)=O)cc1C | / | -5.9%
O=[N+]([O-])c1cc([N+](=O)[O-])c2cccnc2c1Oc1ccccc1O | 8 | 7.3%
Cc1cc(/C=N/NC(=O)Cn2c3ccccc3c(=O)c3ccccc32)c(C)n1-c1ccc(Cl)cc1 | / | 9.6%
CN(CCO)c1cc(N2CCCCC2)c2nonc2c1[N+](=O)[O-] | -14 | -0.6%
Cc1cc(C)n(CC(O)COc2ccccc2)n1 (stereo not drawn) | / | 0.5%
CC(=O)NC1(C(F)(F)F)NC(=O)N(C2CCCCC2)C1=O (stereo not drawn) | / | -3.0%
Cc1cc2nc(CCN(C(=S)NCC(C)C)C3CCCC3)[nH]c2cc1C | -9 | 4.9%
Cc1ccccc1C1=NCC(=S)Nc2ccc(Cl)cc21 | / | 3.1%
CCn1cc(C(=O)O)c(=O)c2cc(F)c(N3CCN(S(=O)(=O)c4ccc(NC(=O)OC)cc4)CC3)cc21 | 9 | -7.0%
Cn1c(/C(C#N)=C/c2ccc(-c3ccc(S(N)(=O)=O)cc3)o2)nc2ccccc21 | -6 | 1.8%
O=c1c(Cl)c(NCc2ccco2)cnn1C12CC3CC(CC(C3)C1)C2 | 2 | 1.4%
O=C(NN(C(=O)c1ccccc1)c1ccccc1)c1ccccc1 | -10 | -4.6%
SMILES | Mtb RmlCD inh | M. tuberculosis GlmU
CC(=O)Nc1ccc(-c2ccc3nnc(C)n3n2)cc1 | -6 | 1.4%
Cc1cc(N/N=C/c2ccncc2)nc2ccccc12 | 13 | 0.5%
C=CCn1c(C)cc(C(=O)COc2ccc(C)nc2[N+](=O)[O-])c1C | 2 | -6.2%
Cc1ccc(C(=O)Nc2c(C#N)c(C)c(C)n2Cc2ccccc2)cc1 | -4 | 0.8%
Cc1ccc(S(=O)(=O)/N=C2/NC(=O)/C(=C/c3ccc(Br)o3)S2)cc1 | -15 | 11%
CC1(C)Cc2c(sc3ncnc(NNC(=S)NCc4ccccc4)c23)CO1 | / | 1.8%
O=C(NC1CCCCC1)N1CCC(c2nc3ccccc3[nH]2)CC1 | / | -4.8%
CCOC(=O)c1c(NC(=S)Nc2ccc(OCC)cc2)sc2c1CCN(C)C2 | 6 | -4.3%
CC1CCCC(CC(=O)O)(CC(=O)O)C1 (stereo not drawn) | 11 | /
CCCCNC(=O)c1c[nH]c2ccc(S(=O)(=O)N3CCOCC3)cc2c1=O | -11 | 4.7%
Nc1nc(NCc2ccco2)nc(N2CCN(Cc3ccccc3)CC2)c1[N+](=O)[O-] | -5 | 7.8%
CCOCCOc1cccc(C(=O)NC(c2ccccc2)C(C)C)c1 (stereo not drawn) | -12 | -2.6%
CC1CCN(C2=NC(=O)/C(=C/c3cn[nH]c3-c3ccccc3)S2)CC1 | -15 | 2.6%
CC(=O)Nc1cccc(OCc2c(F)cccc2Cl)c1 | / | -3.0%
CC1(OC(=O)C2CCCC2)C(=O)C=C2C=C3CCCN3C=C2C1=O (stereo not drawn) | / | -3.8%
CN(C)c1ccc(/C=N/NC(=O)C2CC2c2ccccc2)cc1 (stereo not drawn) | -13 | 3.0%
O=c1nc(C(F)(F)F)nc2ccccn12 | -3 | -4.4%
CCOC(=O)Cc1ncccc1C(=O)Nc1ccc(OC)cc1 | -10 | -8.0%
CCN(CC)S(=O)(=O)c1ccc(-n2c(=O)c(C(C)C)c(C)n2C)cc1 | 53 | 4.2%
C=CCn1c(C)cc(C(=O)CN2C(=O)NC3(CCCc4ccccc43)C2=O)c1C (stereo not drawn) | / | 3.6%
O=C(COc1ncnc2cc([N+](=O)[O-])ccc12)NCc1ccc2c(c1)OCO2 | -7 | -3.0%
CCOC(=O)C1=C(CP(=O)(c2ccccc2)c2ccccc2)NC(=O)NC1c1ccc(Cl)cc1 (stereo not drawn) | 6 | 0.0%
COc1ccc(C2=NOC3(CC(=O)N(c4ccc(F)cc4)C3=O)C2)c(OC)c1 (stereo not drawn) | 11 | 5.0%
CC(=O)Nc1sc2c(c1CN1CCN(c3ccccn3)CC1)CCCC2 | / | 1.8%
CC(C)=NNc1cc([N+](=O)[O-])cc2c1C(=O)N(C)S2=O (stereo not drawn) | -2 | -5.0%

Reformatted: entries from further up.
Every second line gives: Mtb RmlCD inh | M. tuberculosis GlmU
- CC1CCCC(CC(=O)O)(CC(=O)O)C1 (stereo not drawn)
  11 | /
- CCCCNC(=O)c1c[nH]c2ccc(S(=O)(=O)N3CCOCC3)cc2c1=O
  -11 | 4.7%

Complete entries from above. Values in the order: Mtb RmlCD inh, M. tuberculosis GlmU
Record of `Cc1cc2nc(CCN(C(=S)NCC(C)C)C3CCCC3)[nH]c2cc1C` : -9, 4.9%
Record of `CCN1C(=O)CSc2ccc(C(=O)NCCCN3CCOCC3)cc21` : /, -2.1%
Record of `O=C1CCC(=O)N1c1ccc(NCc2ccccc2Cl)c([N+](=O)[O-])c1` : -3, 6.0%
Record of `CC(=O)Nc1cccc(OCc2c(F)cccc2Cl)c1` : /, -3.0%

The list continues:
SMILES | Mtb RmlCD inh | M. tuberculosis GlmU
CCN(C(=O)COC(=O)c1cccc(-n2cnnn2)c1)C1CCCCC1 | 3 | 2.0%
COC(=O)C(C)n1cnc2c(nnn2-c2cccc(Cl)c2)c1=O (stereo not drawn) | -10 | 1.8%
Cc1ccc(CC2S/C(=N/N=C/c3ccco3)NC2=O)cc1 (stereo not drawn) | -11 | -2.0%
Cc1cc(Br)c(NC(=O)COC(=O)C2CC2C)c(Br)c1 (stereo not drawn) | / | 2.1%
Fc1ccc(NC(=S)N/N=C/c2cccc(Br)c2)c(F)c1 | -24 | 1.2%
CCCCn1nc2cc(C(=O)NCC34CC5CC(CC(C5)C3)C4)ccc2c1OC | 12 | 1.6%
CC(=O)Nc1ccc(S(=O)(=O)NC(CC(=O)O)c2ccc(C)cc2)cc1 (stereo not drawn) | 9 | -10%
CCOC(=O)Cc1csc(NC(=O)c2cc3ccccc3o2)n1 | -14 | 4.2%
C=CCn1c(O)c(C(CC)=NCCN2CCOCC2)c(=O)[nH]c1=O | 6 | -2.5%
Cc1cccc2cc(CN(Cc3ccc(F)cc3)C(=O)N3CCOCC3)c3nnnn3c12 | / | -1.4%
Cn1nc(C(F)(F)F)cc1C(=O)Nc1ccc(Cl)cc1 | 6 | -1.2%
Cc1cc2c(cc1C)NC(c1cccnc1)C1=C(CC(C)(C)CC1=O)N2 (stereo not drawn) | 11 | -4.2%
CC(=O)c1cccc(NC(=O)C(NC(C)C)c2ccccc2)c1 (stereo not drawn) | / | -4.4%
CSc1ncccc1C(=O)OCc1cccc([N+](=O)[O-])c1 | / | 1.6%
CCOC(=O)CNC(=O)/C=C/c1ccc2c(c1)OCO2 | 4 | -0.1%
CN(C)CC(C)(C)CNS(=O)(=O)c1ccc(OC(F)(F)F)cc1 | -5 | -3.1%
COc1cccc(/C=C(\C(=O)O)c2ccccc2)c1 | / | -3.0%
Cc1ccc(S(=O)(=O)N(Cc2ccc(F)cc2)Cc2ccco2)cc1 | 8 | -1.1%
COc1ccc(C(=O)O/N=C(/c2ccccc2)c2ccncc2)cc1OC | 11 | -4.6%
Cc1cc(=O)n2[nH]nnc2n1 | 7 | 3.1%
CCOC(=O)C1CCCN(C(=O)c2ccc(OCC)cc2)C1 (stereo not drawn) | 1 | 8.9%
O=C(Cn1nnc(-c2ccncc2)n1)N1CCc2ccccc21 | 8 | -0.8%
CCOCCc1nnc(NC(=O)c2ccc(OC)c(OC)c2)s1 | 4 | 3.4%
N#CC(C#N)=C1C=CC=CN1/C(=C\c1ccccc1)C(=O)c1cccs1 | 10 | -4.7%
COc1cccc(OCCc2c(C)n[nH]c2C)c1 | 4 | -2.6%
SMILES | Mtb RmlCD inh | M. tuberculosis GlmU
Cc1ccc(Nc2oc(C)nc2C#N)cc1 | 3 | 6.0%
COc1ccc(-c2ccc(CCC(=O)O)n2CC(C)C)cc1 | / | -6.4%
CN(c1ccccc1)c1cc(=O)[nH]c(=O)[nH]1 | -8 | 4.5%
COc1ccc(N2C(=O)/C(=C/c3ccc([N+](=O)[O-])cc3)C=C2c2ccccc2)cc1 | 4 | -1.9%
Cn1c(COc2ccccc2)nnc1SCC(=O)Nc1ccc(N2CCOCC2)c(Cl)c1 | 16 | -13%
Cc1ccc(S(=O)(=O)N/N=C\c2ccc3c(c2)OCO3)cc1 | 14 | 8.2%
Cc1ccc(C)c(N2CCN(C(=O)CCCN3C(=S)NC(C)(C)CC3C)CC2)c1 (stereo not drawn) | -49 | 4.9%
COCCCN(Cc1ccco1)C(=O)Cn1ncc2c(=O)oc3ccc(C)cc3c21 | 5 | 0.2%
O=C(NCc1ccc2c(c1)OCO2)c1ccc(N2C(=O)C3CCCCC3C2=O)cc1 (stereo not drawn) | -11 | -3.7%
O=C(NC(=S)NCCc1ccccn1)c1ccco1 | -13 | 4.3%
Cc1ccc(C)c(S(=O)(=O)N2CCN(C(=O)Cn3c(C(F)(F)F)nc4ccccc43)CC2)c1 | / | 1.7%
Cc1cc(N2CCN(C)CC2)nc2ccc(NC(=O)c3ccc(Br)o3)cc12 | 8 | -5.3%
CC(=O)N(c1ccccc1Cl)S(=O)(=O)c1ccc(Cl)cc1 | 3 | -2.7%
O=C(O)/C=C/c1cn(-c2ccccc2)nc1-c1cccc([N+](=O)[O-])c1 | 10 | 3.3%
Cc1ccc(NC(=O)c2oc3ccccc3c2NC(=O)C2CCCO2)cc1C (stereo not drawn) | / | 2.8%
COc1ccc(C(=O)CSc2nnc(NC(=O)C3CC(=O)N(c4cccc(OC)c4)C3)s2)cc1 (stereo not drawn) | 4 | -0.3%
COc1cc(OC)cc(-c2nnc(Nc3nc4c(F)cccc4s3)o2)c1 | / | 2.7%
CCOC(=O)N1CCC(NC(=O)CCC(=O)N2CC(C)Oc3ccc(Cl)cc32)CC1 (stereo not drawn) | / | 1.9%
O=C(CCC1CCCN(Cc2ccncc2)C1)NCc1ccc(F)c(F)c1 (stereo not drawn) | -9 | 2.4%
C=CCOc1ccc2cccc(/C=N/NC(=O)c3cc4cc([N+](=O)[O-])ccc4s3)c2c1 | -7 | 3.6%
Cc1cccc(C2c3[nH]c4ccccc4c3CCN2C(=O)c2ocnc2C)n1 (stereo not drawn) | -7 | 3.4%
CCN(CC)CCN(C(=O)C1=COCCO1)c1nc2cc3c(cc2s1)OCO3 | 12 | -1.1%
Cc1ccc(NC(=O)COc2ccccc2)c(NC(=O)c2ccccc2C)c1 | / | 0.3%
Cc1ccc(N2CC(C(=O)N3CCc4ccccc4C3)CC2=O)cc1 (stereo not drawn) | / | -5.4%
CCOC(=O)c1c(-c2ccc(F)cc2)csc1/N=C/N(C)C | -8 | 3.7%

In another format: results already given
| Structure | Mtb RmlCD inh | M. tuberculosis GlmU |
| --- | --- | --- |
| C=CCOc1ccc2cccc(/C=N/NC(=O)c3cc4cc([N+](=O)[O-])ccc4s3)c2c1 | -7 | 3.6% |
| Cc1ccc(Nc2oc(C)nc2C#N)cc1 | 3 | 6.0% |

(further entries)
SMILES | Mtb RmlCD inh | M. tuberculosis GlmU
CCOC(=O)C1CCN(C(c2cccs2)c2sc3nc(C)nn3c2O)CC1 (stereo not drawn) | -6 | 2.8%
CCN1C(=O)[C@@H]2[C@H](C1=O)[C@@H]1CC(C(=O)OC)=C[C@@H](C(=O)OC)C3C1=C(C(=O)C3(CC)CC)[C@@H]2C (stereo partly drawn) | / | -5.4%
O=C(N/N=C(\c1ccccc1)c1ccccn1)c1cccc([N+](=O)[O-])c1 | -8 | 2.3%
O=C(/C=C/c1ccccc1)N1CCN(c2c(Cl)cccc2[N+](=O)[O-])CC1 | / | -8.9%
Cc1cccc(OCc2nc(-c3ccc(-n4cccc4)cc3)no2)c1 | 6 | 1.9%
O=[N+]([O-])c1cc2c(cc1/C=N/Nc1nc(N3CCCC3)nc(N3CCCC3)n1)OCO2 | 4 | 0.2%
COc1ccc(-c2cc(-c3ccco3)[nH]c(=O)c2C#N)cc1OC | 8 | /
